Assay outcomes from PubChem.
TWEAK-Fn14 inh – blocks TWEAK-Fn14 interaction in a reporter cell assay | actives 2% (n = 360,000) | TWEAK-stimulated Fn14 reporter cells, luciferase luminescence, 8 h | AID 1159606 | inhibition, % at 10 µM; in the data active = inhibition above about 50%
KKLEB cytotox – counter-screen for CF NF-kB inhibitors: cytotoxicity. KKLEB CF airway cells viability, ATPlite luminescence, overnight; hits give low values; cells stimulated with P. aeruginosa culture filtrate. activity change (cytotoxicity), % at 5 µM. actives 0.36% (n = 360,000);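 active = corrected activity change at or below -50% at 5 µM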
TRAIL sens C8 – sensitizes caspase-8 expressing cells to TRAIL; NB7+C8 cells + TRAIL, ATPlite viability luminescence; inhibition (viability loss, TRAIL sensitization), % at 10 µM; actives 1% (n = 360,000); AID 624354;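 active = compounds causing at least 50% loss of cell viability in the single-dose screen, relative to plate controls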
COUP-TFII inh – NR2F2 (human) inhibition, primary screen. P24468. HEK293T NGFI-A luciferase reporter, luminescence. inhibition, % at 8.6 µM. actives 0.7% (n = 370,000);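 active = inhibition above a per-plate cutoff, mean inhibition of test wells between control levels plus 3 SD, cut at about 38% in these data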;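 note: cells cotransfected with COUP-TFII expression vector driving the NGFI-A reporter; 0% = median of COUP-TF2 test wells and 100% = reporter-only cells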
Target sequence (P24468 whole entry, looked up): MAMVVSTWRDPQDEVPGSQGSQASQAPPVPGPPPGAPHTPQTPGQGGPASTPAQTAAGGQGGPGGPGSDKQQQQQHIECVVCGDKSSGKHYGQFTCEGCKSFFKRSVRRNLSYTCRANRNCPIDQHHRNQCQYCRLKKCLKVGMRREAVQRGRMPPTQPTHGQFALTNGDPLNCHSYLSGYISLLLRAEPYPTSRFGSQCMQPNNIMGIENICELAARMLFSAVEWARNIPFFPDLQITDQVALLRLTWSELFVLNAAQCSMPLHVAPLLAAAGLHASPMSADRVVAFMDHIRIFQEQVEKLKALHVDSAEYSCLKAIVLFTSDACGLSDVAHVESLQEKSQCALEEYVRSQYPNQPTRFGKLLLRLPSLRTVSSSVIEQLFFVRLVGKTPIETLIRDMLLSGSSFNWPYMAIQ
TROY signal inh – inhibitors of TROY-dependent NF-kB signaling; Q293 LMP1-TROYcd NF-kB luciferase reporter, 4 h; inhibition, % at 10 µM; actives 0.98% (n = 360,000); AID 1347056;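 active = compounds whose plate-normalised and pattern-corrected inhibition of the luciferase reporter signal at the single screening dose is 50% or more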
Shn3 inh set2 – Schnurri-3 reporter inhibition in Clone20 osteoblasts; actives 0.52% (n = 360,000); Clone20 osteoblast Shn3 3'UTR firefly luciferase, 24 h; inhibition, % at 12.5 µM;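 active = mean inhibition of at least 75% with every replicate also reaching 75%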;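 note: 0% = median of neutral control wells and 100% = pilot-screen positive control compound; some compounds past the cut are filed as inactive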
LMP1 NFkB inh – inhibitors of Epstein-Barr LMP1-induced NF-kappaB reporter. LMP1-induced NF-kappaB luciferase reporter cells, luminescence. inhibition, % at 12.5 µM. actives 0.69% (n = 350,000); in the data active = inhibition above about 41%;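 note: 0% = neutral control wells and 100% = reference inhibitor control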
NR5A2 inv ag – suppresses constitutive activity of human LRH-1; O00482; HEK293T StAR-luciferase reporter, LRH-1 transfected, 24 h; inhibition, % at 3.6 µM; actives 0.13% (n = 360,000); AID 602396;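 active = inhibition above the mean inhibition of all tested compounds plus 3 SD, cut at about 73% in these data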;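 note: 0% = DMSO wells and 100% = reporter-only cells lacking LRH-1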
Target sequence (O00482 whole entry, looked up): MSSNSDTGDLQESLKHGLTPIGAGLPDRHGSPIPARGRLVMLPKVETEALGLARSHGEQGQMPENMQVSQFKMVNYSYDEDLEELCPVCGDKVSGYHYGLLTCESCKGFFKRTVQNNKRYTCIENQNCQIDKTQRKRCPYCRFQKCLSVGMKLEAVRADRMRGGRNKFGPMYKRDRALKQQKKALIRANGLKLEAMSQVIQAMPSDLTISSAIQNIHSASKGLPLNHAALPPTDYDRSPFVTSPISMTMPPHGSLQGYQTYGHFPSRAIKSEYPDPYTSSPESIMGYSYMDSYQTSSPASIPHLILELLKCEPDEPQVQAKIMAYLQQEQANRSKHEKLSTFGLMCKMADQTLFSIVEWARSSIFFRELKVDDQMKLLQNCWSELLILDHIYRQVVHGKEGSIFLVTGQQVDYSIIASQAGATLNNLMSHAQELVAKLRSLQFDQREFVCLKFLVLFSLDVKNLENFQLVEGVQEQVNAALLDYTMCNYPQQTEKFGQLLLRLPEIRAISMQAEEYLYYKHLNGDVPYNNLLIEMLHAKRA
NCOA1 inh – human NCOA1 inhibition; HEK293 GAL4-SRC1 luciferase reporter, luminescence; inhibition, % at 3.6 µM; actives 0.12% (n = 360,000);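 active = inhibition above the campaign mean plus 3 SD, with each screening campaign given its own cutoff, cut at about 60% in these data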;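 note: 0% = DMSO treated cells and 100% = gossypol at 36 µM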
CF NFkB inh – cystic fibrosis NF-kB activation inhibition; KKLEB NF-kB-GFP reporter, PAF-induced, GFP fluorescence overnight; inhibition, % at 5 µM; actives 0.86% (n = 360,000);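 active = at least 50% inhibition at 5 µM, scaled per plate between neutral and stimulator controls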;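 note: PAF is a Pseudomonas aeruginosa culture filtrate used as stimulus; plate controls were PAF-stimulated DMSO wells for no effect and unstimulated DMSO wells for full effect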
SRC3 inh – human NCOA3 inhibition; Q9Y6Q9; HEK293 GAL4-SRC3 luciferase reporter, luminescence; inhibition, % at 3.6 µM; actives 0.17% (n = 360,000); AID 588352;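 active = inhibition above a per-campaign cutoff, the mean of all compounds plus 3 SD, cut at about 60% in these data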;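 note: 0% = DMSO-treated cells and 100% = gossypol-treated cells at 36 µM; higher means less SRC3-driven luciferase light from the GAL4 reporter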
Numbers without * were called inactive; · = not tested or not shown. A portion of the library, so the mix of outcomes need not match the whole.

SMILES	TWEAK-Fn14 inh	KKLEB cytotox	TRAIL sens C8	COUP-TFII inh	TROY signal inh	Shn3 inh set2	LMP1 NFkB inh	NR5A2 inv ag	NCOA1 inh	CF NFkB inh	SRC3 inh
O=S(=O)(Nc1ccccc1N1CCOCC1)c1ccc(F)c(Cl)c1	3	8	16	-2	1	0	-3	-14	-9	4	31
Cc1cc(C)n(CC(=O)N2c3ccccc3Sc3ccccc32)n1	10	0	-7	16	-13	-3	-8	-2	-7	-1	-1
CCCCN=C1SC(C(=O)Nc2sc3c(c2C(=O)OC)CCC3)C(N)=C1C(=O)N1CCOCC1 (stereo unspecified)	-10	2	-5	-2	-12	-8	-10	2	12	10	-3
C=CCN1CC(c2nc3ccccc3n2CCOc2ccccc2)CC1=O (stereo unspecified)	5	-3	5	14	27	4	-3	-4	-14	-5	0
CCc1ccccc1NC(=O)C1CCCC1	7	-5	-5	5	-1	4	·	-5	7	4	-6
O=C(CC(=O)c1ccccc1)Nc1cccc([N+](=O)[O-])c1	-31	12	-4	-4	-48	2	-15	-62	-32	-24	-21
CCCOc1nc2c(c(=O)n(C)c(=O)n2C)n1CCC	-11	-12	3	9	2	-11	-28	16	10	15	11
O=C(CC1NC(=O)NC1=O)Nc1ccccc1 (stereo unspecified)	-7	5	-15	-6	4	-15	13	-7	-1	-1	5
CC(C)CC1NC(=O)N(CC(=O)Nc2ccccc2-c2ccccc2)C1=O (stereo unspecified)	12	-2	-8	-2	2	9	0	-4	19	-22	17
COc1ccc(C2Nc3ccccc3C(=O)N2NS(=O)(=O)c2ccccc2)cc1 (stereo unspecified)	-19	6	-17	-11	-16	3	1	-6	-22	-4	-13
COCCN(C(=O)CSc1nc2ccccc2c(=O)n1CCOC)c1c(N)n(Cc2ccccc2)c(=O)[nH]c1=O	6	1	-3	13	4	4	4	4	-2	3	0
Cc1c(C(=O)Nc2ccccc2)sc2nc3n(c(=O)c12)CCCCC3	-30	4	0	-13	-99	-58	-16	-44	-48	4	-38
O=C(Nc1ccc(Cl)cc1)N1CCOC12CCC1(CC2)OCCO1	-18	7	-16	7	-15	2	9	0	-3	-4	-8
O=C(CN1C(=O)NC2(CCCCC2)C1=O)N1CCN(S(=O)(=O)c2ccc(F)cc2)CC1	-12	-7	12	5	6	-5	-2	7	-7	5	-2
CC(=O)Nc1ccc(N2C(=O)CSC2c2ccccc2)cc1 (stereo unspecified)	-4	4	-2	-2	16	7	5	-10	-3	-4	2
CC(=O)N1N=C(c2cccc(Cl)c2)OC1c1cccc([N+](=O)[O-])c1 (stereo unspecified)	11	-9	-4	-9	-22	12	-5	14	5	9	5
CN(C)CCNC(=O)c1c(NC(=O)c2ccccc2)sc2c1CCCC2	-34	-15	-11	-11	-50	-9	-60	-2	-4	29	5
CCc1ccc(-c2n[nH]nc2C2=CC(=O)C[C@H](c3ccc(F)cc3)C2)cc1	33	1	2	6	42	12	0	-34	-12	61*	-19
CC(=O)NC(Cc1cc(C)ccc1C)C(=O)N1CCN(C(=O)c2ccccc2Br)CC1 (stereo unspecified)	-23	4	-1	11	9	14	-11	-9	13	14	-2
O=C(CCCN1C(=O)c2ccccc2C1=O)NCCN1C(=O)S/C(=C\c2cccs2)C1=O	-1	-3	-14	-1	7	2	5	13	4	-6	5
Cc1ccc(S(=O)(=O)Nc2ccccc2C(=O)N2CCCCC2)cc1	-5	-9	-7	16	-39	5	-8	-6	18	15	-10
O=C(Nc1ccccc1Cl)c1cc(S(=O)(=O)N2CCCC(C(=O)O)C2)ccc1F (stereo unspecified)	88*	-7	-8	22	6	-26	-1	4	12	0	5
CCCNC(=O)Cn1nc(C(F)(F)F)c2c1CCCC2	11	10	-8	-4	-8	-3	0	3	-68	-2	-9
O=C(CN(C(=O)CCC(=O)Nc1nccs1)c1cccc(F)c1)NCc1ccc(F)cc1	-22	0	1	11	0	6	-7	-6	3	-13	10
COc1ccc(-c2c(Sc3ccccc3)c3cc(-c4ccc(OC)c(F)c4)ccc3n2C)cc1	5	·	-15	4	3	·	·	13	·	·	·

Quoted from the listing:
For TRAIL sens C8, CCCOc1nc2c(c(=O)n(C)c(=O)n2C)n1CCC has 3
For TRAIL sens C8, O=C(CN(C(=O)CCC(=O)Nc1nccs1)c1cccc(F)c1)NCc1ccc(F)cc1 has 1

Filtered by structure: the compounds so far containing an NH in an aromatic ring
SMILES	TWEAK-Fn14 inh	KKLEB cytotox	TRAIL sens C8	COUP-TFII inh	TROY signal inh	Shn3 inh set2	LMP1 NFkB inh	NR5A2 inv ag	NCOA1 inh	CF NFkB inh	SRC3 inh
COCCN(C(=O)CSc1nc2ccccc2c(=O)n1CCOC)c1c(N)n(Cc2ccccc2)c(=O)[nH]c1=O	6	1	-3	13	4	4	4	4	-2	3	0
CCc1ccc(-c2n[nH]nc2C2=CC(=O)C[C@H](c3ccc(F)cc3)C2)cc1	33	1	2	6	42	12	0	-34	-12	61*	-19

Reprinted at random: 3 records from the list.
SMILES	TWEAK-Fn14 inh	KKLEB cytotox	TRAIL sens C8	COUP-TFII inh	TROY signal inh	Shn3 inh set2	LMP1 NFkB inh	NR5A2 inv ag	NCOA1 inh	CF NFkB inh	SRC3 inh
O=C(Nc1ccccc1Cl)c1cc(S(=O)(=O)N2CCCC(C(=O)O)C2)ccc1F (stereo unspecified)	88*	-7	-8	22	6	-26	-1	4	12	0	5
Cc1c(C(=O)Nc2ccccc2)sc2nc3n(c(=O)c12)CCCCC3	-30	4	0	-13	-99	-58	-16	-44	-48	4	-38
COc1ccc(-c2c(Sc3ccccc3)c3cc(-c4ccc(OC)c(F)c4)ccc3n2C)cc1	5	·	-15	4	3	·	·	13	·	·	·

(continued)
SMILES	TWEAK-Fn14 inh	KKLEB cytotox	TRAIL sens C8	COUP-TFII inh	TROY signal inh	Shn3 inh set2	LMP1 NFkB inh	NR5A2 inv ag	NCOA1 inh	CF NFkB inh	SRC3 inh
CCOc1cc(/C=N/NC(=O)c2cccc(S(=O)(=O)N3CCCC3)c2)ccc1OCC(=O)N(C)C	-7	-1	-8	-9	7	-26	-4	19	-7	-5	-3
Cc1c(NC(=O)c2ccc(S(=O)(=O)N3CCOCC3)cc2)c(=O)n(-c2ccccc2)n1C	1	-1	0	-7	-16	-24	-2	2	19	4	19
CCOC(=O)C(Cc1ccccc1)NC(=O)CNC(C)=O (stereo unspecified)	-19	14	17	-11	-12	2	-1	-14	-11	-16	7
C[C@H](CO)N1C[C@H](C)[C@H](CN(C)Cc2ccncc2)Oc2ccc(NC(=O)Nc3ccc(C(F)(F)F)cc3)cc2CC1=O	-3	-22	20	-1	27	15	7	22	5	16	2
COc1cncc(-c2cnc3sc(NCCc4ccccn4)nn23)c1	65*	-15	7	34	46	22	·	8	40	74*	45
O=S1(=O)[C@H]2C[C@@H]3C=C[C@]2(CN1Cc1ccc(C(F)(F)F)cc1)O3	-3	4	-2	-5	-2	13	-2	9	-8	6	4
CCN(CC)c1ccc(C2C(C(C)=O)C(=O)CC(C)(O)C2C(C)=O)cc1 (stereo unspecified)	-7	-3	0	-13	-33	-5	-6	11	5	-12	16
COc1cc(CNCc2ccccn2)ccc1OCc1cccc(Cl)c1	0	8	21	1	-23	26	4	-6	3	4	16
CC(C)CN(c1ccccc1)S(=O)(=O)c1nnc(NC(=O)C(C)C)s1	10	-8	-21	6	-6	-79	3	11	4	3	-10
COc1ccccc1NC(=O)Nc1ccnn1Cc1cccs1	5	-5	-18	4	-13	8	-7	0	-7	0	6
N#CC1=C(SCC(=O)c2cc3ccccc3oc2=O)NC(=O)C(C#N)C12CCCC2 (stereo unspecified)	10	-5	5	-12	-11	-7	-4	-19	-10	6	-13
CC(=O)c1ccc(S(=O)(=O)N2CCN(C)CC2)cc1	-6	1	-3	12	-8	-12	-15	2	-3	13	10
CCOC(=O)c1cnn(-c2cc(C(C)(C)C)nc3c(-c4ccccc4)c(C)nn23)c1N	-50	-26	-1	-3	2	-15	-22	9	-25	29	9
Cc1ccc(C)c(-n2nnnc2SCC(=O)Nc2c(C)n(C)n(-c3ccccc3)c2=O)c1	1	-8	-7	13	1	1	0	-7	-1	-1	0
Cc1cc(C)n(C(=O)c2ccc([N+](=O)[O-])cc2Cl)n1	1	-14	-16	25	10	-1	2	7	-26	11	6
CCn1c2ccc(C)cc2c2nnc(SCCN3CCCCC3)nc21	-2	3	8	-7	-4	4	-7	-13	-15	-49	-18
CNC(=O)COc1ccc2oc3c(c2c1)CCCC3	-15	-6	-15	-13	-39	-47	-11	-3	0	-16	-50
COP1(=O)C[C@@H](O)[C@@H](O)[C@@H](COCc2ccccc2)O1 (stereo partly specified)	-7	-14	-4	-3	-18	-28	1	-10	-17	15	-7
Cc1cnc(NC(=O)CSc2nnc(COc3c(C)cccc3C)o2)s1	-2	7	-16	4	-10	-7	-2	-6	0	-13	-6
O=C(Nc1cccc(-c2csc(Nc3cccc(C(F)(F)F)c3)n2)c1)c1cc([N+](=O)[O-])cc(C(F)(F)F)c1	33	-16	44	1	10	28	-25	26	9	23	5
CC1CCCCN1C(=O)CNCC1CCCO1 (stereo unspecified)	-19	7	1	23	13	-3	4	-3	-13	10	15
O=S(=O)(NCc1csc(-c2cccnc2)n1)c1ccc2c(c1)OCCO2	14	5	-11	-1	-9	3	2	-20	11	7	17
Cc1ccc(NC(=O)c2noc(C(C)C)c2[N+](=O)[O-])cc1	-27	8	2	-1	-71	-2	2	-19	8	-2	-12
CNC(=S)NNC(=O)Cc1ccc(OC)cc1	4	-13	-4	1	8	8	-1	1	-3	6	17
CN(c1ccc(OCC(=O)OCC(=O)Nc2ccc(OC(F)F)cc2)cc1)S(=O)(=O)c1cccs1	-28	12	14	-12	-7	-15	-5	-14	-1	-7	-5
CCn1c(CNC(=O)Cc2ccc(OC)cc2)nnc1SCC(=O)NC1CCCCC1	-4	14	-2	5	3	1	-3	13	5	-6	2
C=CCOC(=O)C1=C(C)NC(=S)NC1c1cccs1 (stereo unspecified)	14	6	0	1	-15	-2	9	-2	17	-22	10

Seven entries already listed, ordered by their value in NCOA1 inh, highest first.
SMILES	TWEAK-Fn14 inh	COUP-TFII inh	Shn3 inh set2	LMP1 NFkB inh	NR5A2 inv ag	NCOA1 inh	CF NFkB inh	SRC3 inh
CNC(=O)COc1ccc2oc3c(c2c1)CCCC3	-15	-13	-47	-11	-3	0	-16	-50
Cc1ccc(C)c(-n2nnnc2SCC(=O)Nc2c(C)n(C)n(-c3ccccc3)c2=O)c1	1	13	1	0	-7	-1	-1	0
CC(=O)c1ccc(S(=O)(=O)N2CCN(C)CC2)cc1	-6	12	-12	-15	2	-3	13	10
COc1ccccc1NC(=O)Nc1ccnn1Cc1cccs1	5	4	8	-7	0	-7	0	6
O=S1(=O)[C@H]2C[C@@H]3C=C[C@]2(CN1Cc1ccc(C(F)(F)F)cc1)O3	-3	-5	13	-2	9	-8	6	4
N#CC1=C(SCC(=O)c2cc3ccccc3oc2=O)NC(=O)C(C#N)C12CCCC2 (stereo unspecified)	10	-12	-7	-4	-19	-10	6	-13
CCOC(=O)c1cnn(-c2cc(C(C)(C)C)nc3c(-c4ccccc4)c(C)nn23)c1N	-50	-3	-15	-22	9	-25	29	9
